Bioassay records deposited in PubChem BioAssay by The Scripps Research Institute Molecular Screening Center.
PLC-beta3 inh: inhibitors of human phospholipase C beta3 | Q01970 | Purified PLC-beta3, fluorogenic substrate, fluorescence | inhibition, % at 12.2 µM | hit rate 0.18% among 370,000 | AID 720704; in the data active = inhibition above about 11%;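 also: 0% = median of compound wells on plate and 100% = full blocker control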
DAX1 inh-1: blocks DAX1 repression of SF-1 activated StAR promoter. HEK293T StAR-luciferase reporter, SF-1/DAX-1 repression relief. inhibition, % at 6.8 µM. hit rate 1.1% among 370,000. AID 652010;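 active = inhibition above the mean over all tested compounds plus 3 SD, cut at about 3.6% in these data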;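 also: 0% = DAX-1 cells with DMSO and 100% = cells lacking DAX-1 with DMSO; higher inhibition means more luminescence from relief of DAX-1 repression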
ADAM17 inh: inhibits human ADAM17. AID 720648. hit rate 0.83% among 370,000. recombinant ADAM17, EDANS/DABCYL FRET peptide cleavage. inhibition, % at 6.95 µM;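 active = inhibition above the mean of compounds lying between control limits plus 3 SD, set per campaign, cut at about 8.5% in these data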;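 also: 0% = DMSO-only wells as the low control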
DAX1 inh-2: inhibits human nuclear receptor DAX1 | P51843 | HEK293 Gal4-DAX1 luciferase reporter, luminescence | inhibition, % at 6.75 µM | hit rate 0.99% among 340,000 | AID 504766;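 active = inhibition above the mean over all tested compounds plus 3 SD, cut at about 4.2% in these data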;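 also: 0% = DAX1-transfected cells with DMSO and 100% = empty-vector control cells with DMSO; inhibition shows as a rise in luminescence from relieved DAX1 repression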
PLCg1 inh: PLC-gamma1 (human) inhibition, primary screen | hit rate 0.84% among 370,000 | AID 720700 | inhibition, % at 12.2 µM | purified PLC-gamma1, fluorogenic substrate, fluorescence | P19174; in the data active = inhibition above about 9.5%
Target sequence (P19174 whole entry, looked up): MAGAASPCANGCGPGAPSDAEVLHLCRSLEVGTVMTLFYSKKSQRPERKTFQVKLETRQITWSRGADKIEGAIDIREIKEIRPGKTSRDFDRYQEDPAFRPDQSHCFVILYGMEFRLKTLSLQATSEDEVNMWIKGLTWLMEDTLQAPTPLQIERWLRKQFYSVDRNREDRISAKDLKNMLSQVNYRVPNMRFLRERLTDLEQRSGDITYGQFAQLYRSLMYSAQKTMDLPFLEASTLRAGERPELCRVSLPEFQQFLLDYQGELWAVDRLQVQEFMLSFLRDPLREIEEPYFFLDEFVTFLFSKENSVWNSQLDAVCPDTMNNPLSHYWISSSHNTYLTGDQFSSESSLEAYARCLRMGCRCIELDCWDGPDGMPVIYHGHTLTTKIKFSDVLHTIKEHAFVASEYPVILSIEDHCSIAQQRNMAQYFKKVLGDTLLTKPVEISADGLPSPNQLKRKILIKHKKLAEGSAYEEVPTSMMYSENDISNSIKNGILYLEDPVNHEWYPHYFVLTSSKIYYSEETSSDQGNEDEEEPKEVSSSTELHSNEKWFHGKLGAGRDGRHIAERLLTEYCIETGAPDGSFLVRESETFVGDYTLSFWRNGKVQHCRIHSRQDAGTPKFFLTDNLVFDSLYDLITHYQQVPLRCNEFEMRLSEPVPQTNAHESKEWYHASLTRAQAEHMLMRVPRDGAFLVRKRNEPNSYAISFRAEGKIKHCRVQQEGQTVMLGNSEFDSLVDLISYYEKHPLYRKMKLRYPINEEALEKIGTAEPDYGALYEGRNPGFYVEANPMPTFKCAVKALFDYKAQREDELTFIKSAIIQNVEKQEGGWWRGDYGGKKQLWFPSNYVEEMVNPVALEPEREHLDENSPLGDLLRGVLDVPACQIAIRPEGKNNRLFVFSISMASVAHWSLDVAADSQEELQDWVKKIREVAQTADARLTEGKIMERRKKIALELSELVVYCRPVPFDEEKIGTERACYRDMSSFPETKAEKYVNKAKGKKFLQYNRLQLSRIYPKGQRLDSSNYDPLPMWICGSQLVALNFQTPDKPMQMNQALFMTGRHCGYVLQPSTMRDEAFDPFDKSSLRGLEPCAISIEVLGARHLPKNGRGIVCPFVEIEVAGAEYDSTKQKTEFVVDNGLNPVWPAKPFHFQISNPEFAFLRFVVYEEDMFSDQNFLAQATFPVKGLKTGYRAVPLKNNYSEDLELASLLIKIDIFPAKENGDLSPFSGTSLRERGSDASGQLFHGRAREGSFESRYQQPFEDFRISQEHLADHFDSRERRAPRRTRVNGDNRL
hgDAF-12 ag: agonists of H. glycines DAF-12 nuclear receptor; HEK293 GAL4-hgDAF12 UAS-luciferase reporter, agonist luminescence; normalized to butyrate control; activation, % at 6.8 µM; hit rate 1.8% among 370,000;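 active = activation above a cutoff set at the mean of all screened compounds plus 3 SD, cut at about 10% in these data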;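 also: 0% = DMSO wells and 100% = sodium butyrate wells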
ADAM10 inh: inhibits human ADAM10; hit rate 0.62% among 370,000; recombinant ADAM10, EDANS/DABCYL FRET peptide cleavage, 3 h; O14672; inhibition, % at 7 µM;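 active = inhibition above a per-campaign cutoff equal to the mean of compounds falling between control-based bounds plus 3 SD, cut at about 20% in these data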;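 also: 0% = DMSO wells while the 100% control is not disclosed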
hcDAF12 agonist: activators of H. contortus DAF-12 nuclear receptor; HEK293 hcDAF-12 lit1-tk-luc reporter, luminescence; 0% DMSO, 100% Δ7-dafachronic acid; activation, % at 6.8 µM; hit rate 1.4% among 370,000;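 active = activation above the mean of all tested compounds plus 3 SD, cut at about 5.5% in these data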;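 also: 100% = response to 3 µM Δ7-dafachronic acid high control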
sPLA2-III inh: Blocks human group III sPLA2 activity; Q9NZ20; QFRET BODIPY PC-A2 liposome hydrolysis, fluorescence; inhibition, % at 12.2 µM; hit rate 0.56% among 370,000; AID 743126;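 active = inhibition above mean plus 3 SD of compounds lying within the high and low control bounds, cut at about 19% in these data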;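 also: 0% = median of test compound wells and 100% = no enzyme DMSO wells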
FXN GAA850 act: activators of GAA850 frataxin (FXN) promoter; HEK293 lucGAA850 FXN promoter luciferase reporter, 24 h; percent of 10 µM SAHA response; activation, % at 6 µM; hit rate 0.56% among 360,000; AID 540364;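 active = activation above the average of all compounds screened plus 3 SD, cutoff fixed separately per campaign, cut at about 7.5% in these data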;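 also: 0% = DMSO wells and 100% = 10 µM SAHA wells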
ssDAF12 agonist: S. stercoralis DAF-12 activation, primary screen; HEK293 ssDAF-12/GRIP1 lit1-tk-luc reporter, luminescence; % of 3 µM dafachronic acid response; activation, % at 6.8 µM; hit rate 1% among 370,000;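 active = activation above the mean over all tested compounds plus 3 SD, cut at about 0.9% in these data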;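 also: 0% = DMSO-only wells and 100% = 3 µM delta7-dafachronic acid wells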
Numbers without * were called inactive; nt = no result given.

SMILES	PLC-beta3 inh	DAX1 inh-1	ADAM17 inh	DAX1 inh-2	PLCg1 inh	hgDAF-12 ag	ADAM10 inh	hcDAF12 agonist	sPLA2-III inh	FXN GAA850 act	ssDAF12 agonist
CC(C)(C)c1ccc(C(=O)NCCC(=O)Nc2ccc(S(=O)(=O)Nc3nccs3)cc2)cc1	-5	0.3	3	1.1	0	-3.2	-6	-1.0	-38	-1.1	-0.6
COc1ccccc1NC(=O)Cn1cnc2c(cnn2-c2ccccc2)c1=O	2	-1.7	-5	-1.2	2	-3.6	6	-2.8	3	-3.2	-1.7
N#Cc1cc2c(nc1SCC(=O)N1CCOCC1)CCCCC2	-4	-1.5	-5	2.1	-2	-9.7	0	-4.8	3	-11	-2.7
Cc1ccc(CN(C)C[C@H]2OCc3cnnn3CCCC(=O)N([C@H](C)CO)C[C@@H]2C)cc1	6	0.3	1	nt	2	0.8	-3	-0.1	5	nt	-0.4
CCOC(=O)c1ccc(NC(=O)C2CC(=O)N(c3ccc4c(c3)OCCO4)C2)cc1 (configuration not stated)	-10	1.1	0	1.0	-1	-1.9	-6	-1.3	-4	-1.6	-1.3
O=C(CCC1CCCCC1)NCCN1C2=NC[C@H](Cc3ccc(O)cc3)N2C[C@H]1Cc1ccc(O)cc1	1	0.4	-4	1.5	2	0.3	-4	-0.5	-20	-0.7	-1.4
Cc1cc(Br)ccc1NC(=O)CNC(=O)CN(C)C1CCS(=O)(=O)C1 (configuration not stated)	2	0.2	1	0.1	0	-2.5	-3	0.3	5	-0.2	-0.8
COc1ccc(S(=O)(=O)N2CCOCC2)cc1C(=O)N1CCCCCC1	-5	0.4	-3	-0.9	1	-1.8	10	0.6	3	0.6	-1.1
Clc1ccc(C(c2cccs2)N2CCNCC2)cc1 (configuration not stated)	0	-0.6	0	0.8	7	-2.0	-14	0.1	14	-2.8	-1.4
COc1ccc(NC(=O)CSc2ccccc2)cn1	4	1.3	0	-0.1	1	6.4	1	0.7	4	2.3	0.0

Record cards, from the list above.
Record of `COc1ccc(NC(=O)CSc2ccccc2)cn1` : PLC-beta3 inh: 4; DAX1 inh-1: 1.3; ADAM17 inh: 0; DAX1 inh-2: -0.1; PLCg1 inh: 1; hgDAF-12 ag: 6.4; ADAM10 inh: 1; hcDAF12 agonist: 0.7; sPLA2-III inh: 4; FXN GAA850 act: 2.3; ssDAF12 agonist: 0.0
Record of `Cc1cc(Br)ccc1NC(=O)CNC(=O)CN(C)C1CCS(=O)(=O)C1` (configuration not stated) : PLC-beta3 inh: 2; DAX1 inh-1: 0.2; ADAM17 inh: 1; DAX1 inh-2: 0.1; PLCg1 inh: 0; hgDAF-12 ag: -2.5; ADAM10 inh: -3; hcDAF12 agonist: 0.3; sPLA2-III inh: 5; FXN GAA850 act: -0.2; ssDAF12 agonist: -0.8

The listing continues.
SMILES	PLC-beta3 inh	DAX1 inh-1	ADAM17 inh	DAX1 inh-2	PLCg1 inh	hgDAF-12 ag	ADAM10 inh	hcDAF12 agonist	sPLA2-III inh	FXN GAA850 act	ssDAF12 agonist
S=c1nc(C2CCCCC2)n(-c2ccccc2)[nH]1	2	0.2	0	-0.7	2	-1.6	13	-1.0	13	3.2	-1.6
COC(=O)C1=C(C)Nc2nnnn2C1c1ccccc1Cl (configuration not stated)	-1	-0.9	-3	-0.2	-2	-1.4	-2	-0.7	-1	-1.6	-0.8
O=C(NCCCN1CCOCC1)c1ccccc1N1C(=O)[C@@H]2Cc3c([nH]c4ccccc34)C(c3ccc(F)cc3)N2C1=O (some centres not stated)	-4	-0.9	-1	1.0	-1	2.3	-7	1.1	-15	-6.1	-1.2
CC(OC1=CC(=O)CCC1)C(=O)c1ccccc1 (configuration not stated)	1	-0.5	-4	2.2	-3	0.2	-14	0.5	3	-1.5	-1.2
CC[n+]1cccc(-c2nc3ccccc3s2)c1	-31	-1.6	-13	0.3	-24	-5.9	-40	-4.9	2	-4.9	-2.4
CC(C)C[C@H]1COc2cc(NCc3ccc(Cl)c(Cl)c3)ccc2S(=O)(=O)N1	0	0.3	-3	nt	3	2.0	-6	-1.1	-2	nt	-0.8
COc1cc(OC)c2ccc(=O)oc2c1C(CCN1CCOCC1)c1ccc2c(c1)OCO2 (configuration not stated)	-98	0.6	-7	-1.9	-62	1.6	-16	-2.1	2	0.3	-1.6
CN(C)c1oc(-c2ccc(OCc3ccccc3)cc2)nc1C#N	-10	0.4	-25	-0.7	1	4.2	-99	0.1	3	4.9	-0.2
O=C(NC1CCCCC1)N(CCN1CCOCC1)Cc1cc2cc3c(cc2[nH]c1=O)OCCO3	-49	0.0	-134	-0.2	-30	0.9	-487	-1.1	8	-3.7	-1.6
CCCCn1c(N)c(N(CCOC)C(=O)c2cc(-c3ccc(OC)cc3)nc3ccccc23)c(=O)[nH]c1=O	-151	0.0	-30	-0.7	-146	-1.1	-84	-0.1	-6	1.1	-1.2
CC(/C=C/c1ccccc1)=N/NC(=O)c1cnccn1	-3	0.3	-6	1.1	-14	3.4	4	-0.5	5	4.5	0.4
CCOC(=O)C1=C(O)C(=O)N(c2ccc(S(N)(=O)=O)cc2)C1c1ccc(Cl)cc1 (configuration not stated)	-54	0.0	-19	0.6	-52	-2.3	-42	0.0	-13	1.7	-1.1
O=C(/C=C/c1ccco1)NCC(=O)N/N=C/c1ccccc1[N+](=O)[O-]	2	0.4	3	-1.1	0	-3.6	-2	0.5	3	3.0	-0.7
O=C(NC1(C(F)(F)F)NC(=O)N(Cc2ccccc2)C1=O)c1cccs1 (configuration not stated)	2	0.8	6	-0.2	5	1.3	3	1.9	0	-2.8	-0.9
COc1cccc(C(=O)CSc2nc3ccccc3n2CC(=O)N(C(C)C)C(C)C)c1	0	-0.3	-3	0.9	2	-0.5	-8	-0.8	-15	1.5	-0.8
CN(c1ccccc1)S(=O)(=O)c1ccc(NC(=O)c2nc(S(C)(=O)=O)ncc2Cl)cc1	-14	-4.8	-8	-4.5	-1	-6.6	0	-1.4	-19	-14	-1.6
CCc1nc(CN2CCN(c3cc(C(F)(F)F)ccn3)CC2)c(C)[nH]1	-4	-0.6	-2	nt	-1	-1.8	-2	-3.8	-5	-1.8	-1.5
CC(C)CC(N)c1csc(NC(=O)Nc2ccccc2Cc2ccccc2)n1 (configuration not stated)	5	-0.2	-2	nt	3	1.4	6	-0.4	19	-0.6	-1.1
COc1cccc(COc2nc3c(c(=O)n(C)c(=O)n3C)n2C)c1	2	0.1	-3	0.3	0	1.9	5	-0.4	-4	-1.1	-1.2
COc1ccc(S(=O)(=O)N2CCC(C(=O)NCC(c3cccs3)N(C)C)CC2)cc1 (configuration not stated)	4	-0.2	-6	-1.2	7	2.1	-17	0.6	5	1.4	-1.2
O=C(Nc1ccc2c(c1)OCO2)c1ccc2sc([C@H]3C[C@H](O)[C@@H](CO)O3)nc2c1	4	2.1	-7	nt	4	5.5	-15	2.6	2	4.2	-0.7
COc1ccc(OC)c(S(=O)(=O)N/N=C\c2c[nH]c3ccccc23)c1	-6	-5.0	0	-1.4	5	-3.7	9	-0.3	-16	1.9	-1.0
Cc1c(N=C2NC(=O)C(CC(=O)Nc3ccccc3)S2)c(=O)n(-c2ccccc2)n1C (configuration not stated)	-1	-0.1	-1	0.4	-1	-0.9	-3	-1.4	-10	-0.4	-1.0
O=C(O)c1ccccc1C(=O)NCC(O)COc1ccc(Cl)cc1 (configuration not stated)	3	-0.3	-3	-0.5	1	-0.2	4	-1.2	-4	0.1	-0.6
CCc1ccccc1NC(=S)N1CCN(c2ccccc2F)CC1	-4	-0.2	-2	1.0	2	-0.1	3	-2.1	7	0.5	-1.9
COc1cc(OC)cc(C(=O)NC2CC3CCC(C2)N3C)c1 (configuration not stated)	-12	-1.2	-4	0.2	-4	-1.0	-9	-0.2	9	0.6	-0.8
C#CCN1C=CC(=O)[C@@H](OC(=O)Nc2ccc(Br)cc2)[C@H]1c1ccccc1Br	-2	0.4	3	0.0	0	-1.8	4	-1.7	-6	-1.6	-0.9
N#CCCNc1ccc(OCCC#N)cc1	-59	-0.5	6	1.4	0	-1.4	-10	-1.6	10	-2.2	-1.4
Cc1ccc(-n2c(CSc3nc(C)cc(C)n3)nnc2SCC(=O)N2CCCC2)cc1	1	1.1	-5	0.0	1	1.5	-13	-1.6	5	1.0	-0.4
Cc1ccc(-n2nnnc2SCC(=O)N2CCc3ccccc3C2)cc1	3	0.0	-1	-1.3	5	-1.4	13	-1.5	2	0.9	-0.9
NS(=O)(=O)c1ccc(NC(=S)NCc2cccc(Cl)c2)cc1	1	-0.7	3	1.9	0	1.9	7	-1.9	-35	-0.8	-1.5
CCOC(=O)CN1C(=O)CSc2ccc(S(=O)(=O)N3CCOCC3)cc21	-7	0.5	-2	0.0	-1	2.9	-4	-3.1	0	3.7	-1.3
CCOC(=O)N1CCN(C(=O)C2CCC(=O)N2C(C)C)CC1 (configuration not stated)	-3	-0.6	-2	1.2	1	-1.9	-6	-1.9	4	2.0	-1.1
C/C(=N\NC(=O)C1CCCC1)c1ccc(Cl)c(Cl)c1	-5	1.0	-6	1.0	-18	1.7	1	1.6	-2	4.6	-0.7
CCCNC(=O)C1(C)CCCN(Cc2ccccc2N(C)C)C1 (configuration not stated)	-4	-0.6	-7	nt	-1	0.1	-15	-0.5	10	-2.0	-0.6
COc1cccc(NC(=O)COC(=O)C2CCN(S(=O)(=O)c3cccs3)CC2)c1	1	0.6	3	0.7	3	-0.3	7	-1.4	-19	-0.5	-1.0
c1nc(SSc2ncnc3nc[nH]c23)c2[nH]cnc2n1	-6	-0.9	-1	1.2	3	-6.9	-18	-0.6	8	0.7	-1.9
Cc1cccn2c(CN[C@H]3CCCCNC3=O)c(C(=O)N3CCOCC3)nc12	-12	-0.2	-2	-0.1	-2	-0.9	-17	-0.6	4	0.0	-0.9
CC(C)(C)c1ccc(-c2nnc(SCC(=O)Nc3ccc4c(c3)OCCO4)n2-c2ccc(Cl)cc2)cc1	2	0.4	2	nt	0	-2.4	4	-1.0	-2	nt	-1.5
Cc1cc(C)c(S(=O)(=O)N2CCCOC2CNC(=O)C(=O)NCc2ccco2)c(C)c1 (configuration not stated)	-1	0.2	3	1.6	1	-1.2	8	-1.8	0	3.2	-0.8
COc1ccc(NC(=O)Nc2nnc(-c3ccco3)s2)cc1	-7	1.8	-1	2.6	-2	12*	4	8.3*	-5	5.2	1.2*
CC(=O)OCC(=O)C1=CCC2C3CCC4=CC(=O)C=CC4(C)C3(F)C(OC(C)=O)CC12C (configuration not stated)	2	0.7	-2	0.1	0	-3.2	5	-0.8	0	3.9	-0.4
